Compound activity (PubChem BioAssay)
Vif-APOBEC3F blk = qHTS for Inhibitors of Vif-A3F Interactions: qHTS | Potency, µM (doses to about 46.1 µM), without a hit: at the highest dose activity, negative = active | hit rate 0.2% among 390,000 | HeLa A3F-eYFP + Vif (tagged APOBEC3F with the HIV-1 protein that degrades it), YFP fluorescence increase | AID 602313, 2012; also: potency is read from the fitted curve at half-maximal effect; % of control where 0% means no effect; nearly all actives have a fitted effect of over 65% in size
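Fluorescence increase (Ex 488/Em 500-530) after overnight compound treatment at 37 deg C flags inhibition of Vif-driven A3F-eYFP loss in stable HeLa A3F-eYFP/Vif cells seeded overnight beforehand.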
GRP78 ERSR act = qHTS for Inducers of the Endoplasmic Reticulum Stress Response (ERSR) in Human Glioma: qHTS; U87-MG GRP78 promoter luciferase reporter, 16 h; Potency, µM, inactives show top-dose activation, actives largely listed as activators; hit rate 0.02% among 420,000; AID 602332, 2012; also: potency is read from the fitted curve at half-maximal effect; series mostly up to about 76 µM; % of control where 0% means no effect; nearly all actives have a fitted effect of over 35% in size
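Stably transfected U87-MG human glioma cells carrying a GRP78-based luminescent sensor were seeded at 1000 cells/well, pin-dosed with compounds and incubated 16 h. Luciferase reagent was then added, and end-point luminescence was read after 10 min at room temperature.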
LDHA inh = qHTS assay for inhibitors of human lactate dehydrogenase | L-lactate dehydrogenase A chain (Homo sapiens), P00338 | purified LDHA, NADH/diaphorase-resazurin fluorescence; active compounds read low | activity change, % (values are at about 110 or 230 µM) | hit rate 0.15% among 480,000 | AID 1347041, 2019; in the data active = activity change below about -30%; inconclusive = mostly about -25% to -30%;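 also: plate controls were DMSO wells for no effect and wells without enzyme for full effect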
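LDH5 2 nM; NADH 0.06 mM, pyruvate 0.2 mM; 200 mM Tris pH 7.4, EDTA, Tween-20; 5 min RT. Detection: diaphorase 0.133 mg/mL + resazurin 37 µM, fluorescence ex540/em590 at 0 and 20 min; normalized to enzyme-free and DMSO wells.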
IDH1 R132H inh = qHTS for Inhibitors of mutant isocitrate dehydrogenase 1 (IDH1): qHTS; Potency, µM (series often up to 76.6 µM), inactives show at the highest dose activity change, negative = inhibition, usual class: inhibitors; IDH1-R132H enzyme, NADPH consumption, diaphorase/resazurin fluorescence; AID 602179, 2012; hit rate 0.093% among 390,000; also: potency is read from the fitted curve at half-maximal effect; % is scaled to controls: 0 for no effect and ±100 for the full control effect; nearly all actives have a fitted effect of over 65% in size
Target sequence (O75874 whole entry R132H, stated change not applied): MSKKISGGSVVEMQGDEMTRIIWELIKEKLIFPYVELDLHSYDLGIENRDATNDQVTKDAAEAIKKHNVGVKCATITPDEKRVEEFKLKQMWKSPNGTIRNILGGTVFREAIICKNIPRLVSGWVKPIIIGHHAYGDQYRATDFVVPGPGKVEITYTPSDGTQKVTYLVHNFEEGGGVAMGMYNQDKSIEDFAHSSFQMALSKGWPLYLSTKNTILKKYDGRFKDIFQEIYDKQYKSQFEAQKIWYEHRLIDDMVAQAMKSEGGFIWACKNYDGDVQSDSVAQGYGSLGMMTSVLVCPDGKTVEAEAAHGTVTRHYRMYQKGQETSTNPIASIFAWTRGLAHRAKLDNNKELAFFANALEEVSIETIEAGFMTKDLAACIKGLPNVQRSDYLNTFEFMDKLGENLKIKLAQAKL
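IDH1-R132H (0.5 ug/mL dispensed) in pH 7.5 Tris buffer was preincubated 30 min with compound, then given a substrate mix of 0.016 mM NADPH and 2 mM alpha-KG for 80 min at room temperature; remaining NADPH was read by diaphorase/resazurin fluorescence.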
RGS4 inhibitor = Inhibitors of Regulator of G Protein Signaling (RGS) 4: qHTS; Regulator of G-protein signaling 4 (Homo sapiens), P49798; Transcreener GDP fluorescence polarization, RGS4-accelerated GTP hydrolysis; Potency, µM (top dose mostly 114 µM), without a hit: at the top dose activity change, negative = inhibition, actives largely listed as inhibitors; hit rate 0.039% among 390,000; also: potency is read from the fitted curve at half-maximal effect; % is scaled to controls: 0 for no effect and ±100 for the full control effect; nearly all actives have a fitted effect of over 75% in size; some results filed as inactive show a strong effect at the top dose
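MLSMR compounds (23 nl, pin-transferred) preincubated 10 min at room temperature with a 500nM (2x) first reagent, then RGS4 at 900nM (2x) plus Transcreener GDP mix added; fluorescence polarization (620/688 nm) read before and after 90 min at 30 °C.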
rTrxR1 inhibitor = qHTS Assay for Inhibitors of Mammalian Selenoprotein Thioredoxin Reductase 1 (TrxR1): qHTS; Thioredoxin reductase 1, cytoplasmic (Rattus norvegicus), O89049; recombinant rTrxR1, NADPH fluorescence consumption, selenite substrate; Potency, µM (titrated, usually from 114 µM), for inactives: at the highest dose activity change, negative = inhibition, hits mostly inhibitors; hit rate 1% among 390,000; also: potency is read from the fitted curve at half-maximal effect; % is scaled to controls: 0 for no effect and ±100 for the full control effect; nearly all actives have a fitted effect of over 65% in size
Target sequence (O89049 whole entry, looked up): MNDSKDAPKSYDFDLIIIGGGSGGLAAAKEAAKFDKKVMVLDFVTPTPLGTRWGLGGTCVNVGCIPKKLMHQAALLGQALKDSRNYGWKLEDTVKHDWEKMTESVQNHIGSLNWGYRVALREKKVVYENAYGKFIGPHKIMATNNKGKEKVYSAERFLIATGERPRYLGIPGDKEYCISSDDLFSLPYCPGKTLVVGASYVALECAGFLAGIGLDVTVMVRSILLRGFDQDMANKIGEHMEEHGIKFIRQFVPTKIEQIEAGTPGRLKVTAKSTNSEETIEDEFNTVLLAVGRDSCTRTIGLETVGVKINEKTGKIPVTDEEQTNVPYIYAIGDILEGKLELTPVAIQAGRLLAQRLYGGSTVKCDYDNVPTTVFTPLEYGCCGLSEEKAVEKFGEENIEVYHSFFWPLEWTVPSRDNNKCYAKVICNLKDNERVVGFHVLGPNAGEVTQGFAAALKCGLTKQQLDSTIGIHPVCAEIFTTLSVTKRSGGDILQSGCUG
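Rat TrxR1 (90 nM in the dispensed reagent) was pre-reduced with 400 uM NADPH for 5 min at room temperature, then incubated with compound for 15 min. After 400 uM selenite was added, NADPH fluorescence (Ex 340/Em 450 nm) was followed for 8 min.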
TrxR1 substrate = qHTS Assay for Substrates of Mammalian Selenoprotein Thioredoxin Reductase 1 (TrxR1): qHTS. Thioredoxin reductase 1, cytoplasmic (Rattus norvegicus), O89049. purified TrxR1 substrate turnover, NADPH consumption readout. Potency, µM (series often up to 114 µM), for the others: at the top dose activity change, negative = substrate turnover. hit rate 0.01% among 390,000. AID 588456, 2011; also: potency is read from the fitted curve at half-maximal effect; % is scaled to controls: 0 for no effect and ±100 for the full control effect; nearly all actives have a fitted effect of over 50% in size
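Rat TrxR1, dispensed at 90 nM, was prereduced with 400 uM NADPH (final) for 5 min at ~22 deg C, then incubated with compound 15 min before 400 uM selenite. A first-read NADPH fluorescence drop versus no-compound background flagged substrates.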
USP1 inh = Inhibitors of USP1/UAF1: Primary Screen; Ubiquitin carboxyl-terminal hydrolase 1 (Homo sapiens), O94782; hit rate 0.23% among 390,000; Potency, µM (titrated, usually from 57.1 µM), for the others: at the highest dose activity change, negative = inhibition, usual class: inhibitors; recombinant USP1/UAF1, Ub-Rhodamine cleavage fluorescence; also: potency is read from the fitted curve at half-maximal effect; % is scaled to controls: 0 for no effect and ±100 for the full control effect; nearly all actives have a fitted effect of over 60% in size; inactives centre near -12
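In this screen, compounds sit with the deubiquitinase complex (1nM) for 15 min at room temperature before Ub-Rho is added at 150nM final. Fluorescence rise is then followed for 6 reads every 60 seconds.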
Vif-A3G inh = qHTS for Inhibitors of Vif-A3G Interactions: qHTS | DNA dC->dU-editing enzyme APOBEC-3G (Homo sapiens), Q9HC16 | HeLa A3G-eYFP + Vif (tagged APOBEC3G with the HIV-1 protein that degrades it), YFP fluorescence, overnight | Potency, µM (doses to about 46.1 µM), for inactives: at the top dose activity, negative = active, hits mostly inhibitors | hit rate 0.076% among 410,000 | AID 602310, 2012;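 also: potency is read from the fitted curve at half-maximal effect; % is scaled to controls: 0 for no effect and ±100 for the full control effect; nearly all actives have a fitted effect of over 60% in size; hits raise eYFP signal because A3G escapes Vif-driven loss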
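HeLa cells stably expressing Vif and C-terminally eYFP-tagged A3G, seeded overnight at 37 deg C, then exposed to compound by pintool overnight at 37 deg C. Rise in yellow fluorescence (Ex 488/Em 500-530, Acumen) marks blocked Vif-driven A3G degradation.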
* marks the source's active call; other numbers are inactive results; ? = inconclusive; & = joins results of further samples; [ ] = another dose, or the depositor's remark. Unless noted, calls follow the shape of the dose curve; as a rule, active = well fitted curve in the direction sought with a large enough effect; inconclusive = small, poorly fitted or top-dose-only effect, or another doubt; inactive = no such curve, though single readings can be large; an effect the other way counts as inactive or inconclusive.

SMILES | Vif-APOBEC3F blk | GRP78 ERSR act | LDHA inh | IDH1 R132H inh | RGS4 inhibitor | rTrxR1 inhibitor | TrxR1 substrate | USP1 inh | Vif-A3G inh
CC(C)(C)OC(=O)N1CCC(C(=O)Nc2ccc(C(=O)NCCc3ccccc3)cc2)CC1 | -15% | 0% | -10 | 3%[38.3 µM] | 22% | 18% | -3% | -8% | -3%
CCN(CC)S(=O)(=O)c1ccc2c(c1)N(CC(=O)NCc1ccco1)C(=O)CO2 | 4% | -3% | -3 | -2% | -23% | 6% | 3% | -21% | -4%
Cc1cc(NC(=O)C2C3C(=O)N(c4cccnc4)C(C(=O)NC(C)(C)C)C34C=CC2(C)O4)no1 (stereo not given) | -5% | 1% | -7 | 8% | -3% | 14%[57.1 µM] | 9%[57.1 µM] | -14% | -1%
CC(=O)c1ccc(NS(=O)(=O)c2ccc(C(C)(C)C)cc2)cc1 | -1% | -1% | -6 | -4% | 2% | 8% | -7% | -15% | -3%
CC(C)N(C(=O)c1cc2c(Cl)nc3ccccc3c2s1)C1CCCCC1 | 1% | 0% | -6 | -11% | 7% | 5% | -6% | ? | 1%
COc1ccccc1C(=O)Nc1cccc(OCc2cc(=O)n3ccccc3n2)c1 | 3% | -4% | -1&-3 | 33%[activator] | -5% | 12%[57.1 µM] | 0%[57.1 µM] | -13% | -2%
O=C(CSc1cccc[n+]1[O-])NC1CCCCC1 | -19% | -2% | -6 | -19% | 6% | 0% | 0% | 5% | -7%
COc1ccc(S(=O)(=O)N(C)CC(=O)NC2CC2)cc1 | 0% | -3% | -7 | 0% | 5% | 23% | 9% | 2% | 1%
COc1ccc(N/C(=N\c2nc(C)cc(C)n2)NC(=O)C(C)C)cc1OC | -2% | -3% | -3 | -1% | -7%[11.4 µM] | -3% | 10%[57.1 µM] | -22% | -1%
COc1ccccc1-c1nnc(SCC(=O)Nc2ccc(S(N)(=O)=O)cc2)n1N | 4% | -3% | -1 | 2% | 9% | -6% | -3% | -21% | 0%
COc1cccc(-c2nc(Cc3ccc(OC)c(OC)c3)no2)c1 | 2% | 1% | 6 | 7% | 11% | 20% | 3% | -5% | 0%
Cc1ccc(S(=O)(=O)N(C)c2nc3ccccc3[nH]c2=S)cc1 | 3% | 4% | 0 | 2% | -26%[11.4 µM] | -26% | 9% | -11% | 0%
CCOc1ncccc1C(=O)OCc1c(Cl)cccc1Cl | -11% | -2% | -4 | 4% | 29% | -3% | 1% | -6% | 2%
Cc1nn2c(N3CCN(C4CCCC4)CC3)cc(C(C)(C)C)nc2c1-c1ccccc1 | -6% | -5% | -3 | 15% | -4% | 16% | 15%[57.1 µM] | 5% | 0%
O=c1[nH]nc(SCc2cc(Cl)ccc2Cl)c(=O)[nH]1 | -3% | -5% | -8 | -2% | 12% | 21% | 3% | -5% | 3%
COc1ccc(S(=O)(=O)N2CCC(C(=O)NCc3ccccn3)CC2)cc1Cl | 3% | -2% | -4 | 3% | -21% | 8%[11.4 µM] | -5%[11.4 µM] | -4% | 1%
CN(C)Cc1cnc2ccc(Cl)cn12 | 3% | -5% | -9 | 1% | -1% | -5% | -2% | -22% | 1%
Cc1ccc(NC(=O)CN(C)S(=O)(=O)c2cccs2)cc1C | 4% | 15% | -2 | 0% | -14% | 20% | 7% | -5% | -2%
COc1ccc(NC(=O)CCc2nnc3n(Cc4ccc(C)cc4)c(=O)c4ccccc4n23)cc1 | -5% | 0% | -6 | ? | 28% | 9% | -4% | -15% | 2%
CC(C)OC(=O)Nc1ccc2c(c1)N(C(=O)CCN(C)C)c1ccccc1CC2 | -2% | -2% | 4 | -4% | 8% | 16% | -3% | -23% | -1%
COc1ccc(NC(=O)CC2C(=O)N(c3ccc(F)cc3)C(=O)N2CCc2sccc2C)cc1 (stereo not given) | 2% | -4% | -8 | 25% | 6% | 8% | -8% | -9% | -5%
Cc1cccc(NC(=O)c2ccc3nc(N4CCOCC4)sc3c2)c1C | 1% | -3% | -18 | -14% | 0% | -17% | -13% | -6% | 0%
Cc1ccc(Sc2ccc(N)cc2C#N)cc1 | -9% | -2% | 4 | 6% | 13% | 4% | 19% | -5% | -3%
Cc1nc2oc3ccccc3c(=O)c2c(=O)n1Cc1ccccc1 | 6% | -3% | -4 | 5% | 18% | 10% | 6% | -9% | 0%
COc1ccc(NC(=O)N[C@@H](Cc2ccccc2)C(=O)NN)cc1 | 10% | 1% | 2 | 4% | -53% | 15%[2.29 µM] | 7%[57.1 µM] | -14% | -2%
CCOC(=O)C1=C(COC(=O)COc2ccccc2OCC)NC(=O)NC1C (stereo not given) | -9% | -4% | -4 | 3% | 7% | 19% | 6% | -2% | 0%
Cc1ccc(S(=O)(=O)N2CCN(C(=O)c3ccccc3OCc3c(C)noc3C)CC2)cc1C | -3% | -2% | -6 | -9% | -4% | 15% | 3% | -19% | -5%
C=C(C)CNC(=S)N/N=C(\C)c1ccc(Cl)s1 | -9% | 3% | -4 | 1% | 1% | 8% | 4% | -18% | -14%
Nc1c(Br)c(=O)[nH]c(=O)n1-c1ccccc1 | 0% | 2% | -1 | 6% | 0% | 18% | 4% | -8% | 4%
CCOC(=O)C1C2C=CC3(CN(Cc4ccco4)C(=O)C13)O2 (stereo not given) | -5% | -2% | -8 | 6% | -16% | ? | 12% | -17% | 0%

In the list so far, four contain two or more sulfur atoms.
SMILES | Vif-APOBEC3F blk | GRP78 ERSR act | LDHA inh | IDH1 R132H inh | RGS4 inhibitor | rTrxR1 inhibitor | TrxR1 substrate | USP1 inh | Vif-A3G inh
COc1ccccc1-c1nnc(SCC(=O)Nc2ccc(S(N)(=O)=O)cc2)n1N | 4% | -3% | -1 | 2% | 9% | -6% | -3% | -21% | 0%
Cc1ccc(S(=O)(=O)N(C)c2nc3ccccc3[nH]c2=S)cc1 | 3% | 4% | 0 | 2% | -26%[11.4 µM] | -26% | 9% | -11% | 0%
Cc1ccc(NC(=O)CN(C)S(=O)(=O)c2cccs2)cc1C | 4% | 15% | -2 | 0% | -14% | 20% | 7% | -5% | -2%
C=C(C)CNC(=S)N/N=C(\C)c1ccc(Cl)s1 | -9% | 3% | -4 | 1% | 1% | 8% | 4% | -18% | -14%

Remaining list, next part:
SMILES | Vif-APOBEC3F blk | GRP78 ERSR act | LDHA inh | IDH1 R132H inh | RGS4 inhibitor | rTrxR1 inhibitor | TrxR1 substrate | USP1 inh | Vif-A3G inh
Cc1cccn2c(=O)c(/C=C(\C#N)C(=O)NC3CCS(=O)(=O)C3)c(N3CCC(C(N)=O)CC3)nc12 (stereo not given) | -9% | -6% | -3 | 1% | 3% | 7% | 249%[activator] | -17% | 0%
CCCC(c1nnnn1CCc1ccccc1)N1CCC(C(N)=O)CC1 (stereo not given) | -6% | -5% | -5 | 10% | 35% | 17%[57.1 µM] | 14%[57.1 µM] | -2% | 0%
COc1ccc(NC(=O)N2CCCC2C(=O)NCc2ccccc2Cl)cc1 (stereo not given) | 7% | -3% | -2 | -2% | 2% | 14%[57.1 µM] | -7% | -29% | 1%
CCN1CCN(Cc2c(O)ccc3c2O/C(=C\C=C\c2ccccc2)C3=O)CC1 | ? | ? | -5 | 5% | -2% | 14% | 7%[11.4 µM] | ? | -6%
CC1(C)CC(NC(=O)c2cc(S(=O)(=O)N3CCOCC3)c(Cl)cc2Cl)CC(C)(C)N1 | 0% | -2% | -3 | 0% | 29% | 21% | 5% | -5% | 0%
O=C(CCC1CC(=O)Nc2ccccc21)NCc1ccc(F)cc1 (stereo not given) | 3% | -3% | 1 | 8% | 15% | 19% | 7% | -14% | 0%

A portion of the library (hit frequency here may not be typical).
